OXTR agonist: activates the human oxytocin receptor. CHO-OTR cells, Fluo-8 calcium fluorescence; normalized: DMSO 0%, oxytocin 100%. P30559. activation, % at 3 µM. actives 0.32% (n = 320,000);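 active means activation above the mean of all tested compounds plus 3 SD, cutoff set per screening run, cut at about 20% in these data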;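 further: peak over basal fluorescence ratio from a 100 s FLIPR kinetic read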
Target sequence (P30559 whole entry, looked up): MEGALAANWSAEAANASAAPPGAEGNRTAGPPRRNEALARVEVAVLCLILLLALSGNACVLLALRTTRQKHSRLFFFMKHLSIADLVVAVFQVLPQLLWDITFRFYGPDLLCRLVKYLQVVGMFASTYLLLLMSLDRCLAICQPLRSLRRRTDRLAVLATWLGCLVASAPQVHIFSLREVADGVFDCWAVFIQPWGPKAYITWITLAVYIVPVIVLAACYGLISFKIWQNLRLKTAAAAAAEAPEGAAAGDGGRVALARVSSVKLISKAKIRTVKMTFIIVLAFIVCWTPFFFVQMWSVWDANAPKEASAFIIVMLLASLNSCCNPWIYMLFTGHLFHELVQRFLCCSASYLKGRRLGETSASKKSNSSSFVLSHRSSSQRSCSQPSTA
Starred values were filed as active, the others as inactive; & = joins results of further samples.

structure,OXTR agonist
COc1ccc(C2=NN(C(=O)CSc3nccn3C)C(c3ccco3)C2)cc1 (stereo not given),-1.9
O=C(NC1CCCCCC1)C1CCN(C(=O)c2ccc(Cl)cc2)CC1,1.6
COc1cc(NC(=O)CN2CCN(S(=O)(=O)/C=C/c3ccccc3)CC2)cc(OC)c1OC,3.2
COc1ccc(C2=NN(C(=O)COC(=O)c3ccc(NC(=O)CC#N)cc3)C(c3ccco3)C2)cc1 (stereo not given),1.0
O=C(O)c1cccc(S(=O)(=O)Nc2ccc(Cc3ccncc3)cc2)c1,2.1
CC1CCCN(CC(=O)NNC(=O)COc2ccc(Br)cc2)C1 (stereo not given),1.6
CCOc1ccc(OCCOC(=O)C2CCN(S(=O)(=O)c3ccc(C)c(C)c3)CC2)cc1,2.9
O=[N+]([O-])c1ccc(Cl)c(S(=O)(=O)Nc2cccc(S(=O)(=O)NC3=NCCC3)c2)c1,1.2
COc1cc(C(C)=O)ccc1OCC(=O)NCCCn1nc(C)cc1C,2.2
O=C(NCC(c1ccco1)N1CCc2ccccc2C1)c1cccc(F)c1 (stereo not given),-1.8
CCn1c(C)nc2cc(C(=O)NN=Cc3ccccc3OC(F)F)ccc21,2.9
CCOC(=O)c1nn(-c2ccc(F)cc2)c(=O)cc1OCC(=O)Nc1ccc(F)c(F)c1,0.7
COCCNc1nnc(SCC(=O)NC2CCCCC2)s1,0.3
COc1cccc(CNC(=O)COC(=O)c2cccc(S(=O)(=O)N3CCN(C(C)=O)CC3)c2)c1,-1.0
Cn1c(SCC(=O)Nc2ccc(N3CCOCC3)cc2)nnc1C1CC1,1.6
COc1ccccc1NC(=O)COC(=O)c1cc(C)nc2ccccc12,-1.0
C=CCC[C@@H](Cc1ccc(F)cc1)C(=O)OC[C@H]1CCCN1C(=O)[C@@H](CC=C)CC(=O)N[C@H](CO)Cc1ccccc1,-1.8
CCOC(=O)c1c(NC(=O)COC(=O)Cn2cnc3c2c(=O)n(C)c(=O)n3C)sc(C)c1CC,-0.9
CC(=O)N1CCN(CCS(=O)(=O)c2cc(Cl)ccc2Cl)CC1,1.6
Cc1cc(C)c(OCC(=O)NCCCn2nc(C)cc2C)c(C)c1,2.7
CN1C[C@H](C(=O)N[C@]2(C)O[C@@]3(O)[C@@H]4CCCN4C(=O)[C@H](Cc4ccccc4)N3C2=O)CC2c3cccc4[nH]cc(c34)C[C@H]21 (stereo not given in full),-0.1&0.0
CCc1cccc(NC(=O)COC(=O)c2cc([N+](=O)[O-])ccc2N2CCOCC2)c1,-0.9
C=CC[C@@H](Cc1ccc(F)cc1)C(=O)OC[C@H]1CCCN1C(=O)[C@H](CC=C)CC(=O)NCCO,0.9
COc1ccc(/C=N/NC(=O)CNS(=O)(=O)c2ccccc2)cc1,0.7
COc1nc(-c2ccccc2)c2cc(Br)ccc2n1,-4.3
CCN(CC)C(=O)c1cccc(NC(=O)c2cc(-c3ccccn3)nc3ccccc23)c1,-0.6
OCC[C@H]1C[C@@H](O)[C@H](O)[C@]2(Cc3ccccc3O2)O1,0.4
O=C(Nc1ccc(Br)cc1Cl)c1ccc2c(=O)n3c(nc2c1)CCC3,1.4
CN(C(=O)CSc1cccc[n+]1[O-])C1CCCCC1,0.5
COc1cccc(C(=O)NCCS(=O)(=O)N2CCCCC2)c1,0.1
Cc1ccccc1Sc1ccc([N+](=O)[O-])cn1,-1.8
Cc1ccccc1-c1cc(C(=O)NCc2ccco2)n(CC2CC(c3cccnc3)=NO2)n1 (stereo not given),-1.2
O=C(c1cc(-c2ccccc2Cl)nc2ccccc12)N1CCC1,-0.5
O=C(NCC1CCCO1)c1cccc(S(=O)(=O)Nc2ccc(SC(F)F)cc2)c1 (stereo not given),2.1
CCCCN(C(=O)CC1CCCC1)c1c(N)n(CCCC)c(=O)[nH]c1=O,-0.4
O=C(Nc1ccccc1OC(F)F)c1ccc(S(=O)(=O)N2CCCC2)cc1,1.4
O=C(Nc1cc(Cl)ccc1-n1cncn1)c1cc(F)c(F)c(F)c1F,-1.8
Cc1cc(C(=O)O)cc(S(=O)(=O)Nc2c(C)nn(C)c2C)c1C,1.7
COc1cc2c(-c3ccc4cc[nH]c4c3)c(-c3ccc(C#N)cc3)oc(=O)c2cc1OC,0.4
COc1ccc(C(=O)c2c3ccc(OC)cc3[n+]([O-])n2Cc2ccc(C(N)=O)cc2)cc1,2.8
Cc1ccc(S(=O)(=O)N2CCCCC2)cc1C(=O)N1C(C)CCCC1C (stereo not given),0.5
Cc1sc2nc(CSC(C)C(=O)Nc3ccc(Cl)cn3)[nH]c(=O)c2c1C (stereo not given),0.5
CCCCN(C(=O)CC1CCCC1)c1c(N)n(CCC)c(=O)[nH]c1=O,-0.4
COc1ccc(-c2c(-c3cc(OC)cc(OC)c3)n(C)c3ccc(-c4ccc(OC)nc4)cc23)cc1,0.6
COc1ccc(C(=O)OCC(=O)NC2CCCCCC2)cc1OC,-0.2
Cc1ccc(S(=O)(=O)N2[C@@H](c3ccccc3)C(C(=O)O)=CC[C@H]2c2ccc(Cl)cc2)cc1,0.3
CCC(=O)c1ccc(OCC(=O)OCC(=O)Nc2cccc(S(=O)(=O)N3CCCC3)c2)cc1,10
COc1cccc(CNC(=O)CN2C(=O)NC(Cc3ccccc3)(c3ccccc3)C2=O)c1 (stereo not given),0.4
CC1CCCC(NC(=O)CSC2=Nc3ccccc3C3CC=NN23)C1C (stereo not given),-1.6
CCOc1ccc(NC(=O)CN2CCN(c3ccccc3C)CC2)cc1S(=O)(=O)N1CCCC1,0.4
C[C@@]12C(=O)Nc3ccc(Br)cc3C(=O)N1[C@H]1c3cc(Cl)ccc3OC[C@@H]1[C@@H]2c1ccccc1,-0.4
Cn1c(=O)c2c(ncn2CC(=O)Nc2cc(S(=O)(=O)N3CCCCC3)ccc2O)n(C)c1=O,1.5
CC(OC(=O)c1cc[n+]([O-])cc1)C(=O)NCc1ccccc1 (stereo not given),0.3
CCOc1ccc(S(=O)(=O)NCCC(=O)NCCOc2ccccc2)cc1,-1.4
Cc1cc(C(=O)NCCN2CCOCC2)c2ccccc2n1,1.2
COc1cc(OC)cc(C(=O)NC(C(=O)NNC(=O)c2cc(Cl)ccc2OC)C(C)C)c1 (stereo not given),-2.5
Cc1ccc(S(=O)(=O)N2CCCCC2)cc1NC(=O)c1ccc(Cl)nc1,1.7
CCOC(=O)C1=C(COC(=O)COc2ccc(OCC)cc2)NC(=O)NC1C (stereo not given),0.4
COc1cccc(C2Nc3ccccc3C(=O)N2Cc2ccccc2)c1 (stereo not given),-0.3
O=C(COC(=O)c1ccc(Cl)nc1)NC1CCCCCC1,0.1

6 compounds from above, sorted by formula weight, low to high.
structure,OXTR agonist
O=C(COC(=O)c1ccc(Cl)nc1)NC1CCCCCC1,0.1
O=C(c1cc(-c2ccccc2Cl)nc2ccccc12)N1CCC1,-0.5
COc1ccc(/C=N/NC(=O)CNS(=O)(=O)c2ccccc2)cc1,0.7
Cn1c(SCC(=O)Nc2ccc(N3CCOCC3)cc2)nnc1C1CC1,1.6
CCOC(=O)c1nn(-c2ccc(F)cc2)c(=O)cc1OCC(=O)Nc1ccc(F)c(F)c1,0.7
CN1C[C@H](C(=O)N[C@]2(C)O[C@@]3(O)[C@@H]4CCCN4C(=O)[C@H](Cc4ccccc4)N3C2=O)CC2c3cccc4[nH]cc(c34)C[C@H]21 (stereo not given in full),-0.1&0.0

(more compounds)
structure,OXTR agonist
O=C(Nc1cccnc1)c1cc(Br)c(Br)s1,15
CN(C(=O)COc1cccc(C#N)c1)C1CCS(=O)(=O)C1 (stereo not given),1.2
Cc1ccc(C(=O)NNC(=O)CCOc2cccc(C)c2)cc1,-0.7
Cc1noc(C)c1NC(=O)Nc1ccc2c(c1)C(=O)N([C@H](C)CO)C[C@H](C)[C@@H](CN(C)C(=O)Nc1ccc3c(c1)OCO3)O2,0.9
NC(=O)C1CCN(C(=O)c2cc3c(s2)CCCC3)CC1,-1.0
Cc1ccc(-c2csc(NCCn3c(-c4ccncc4)nc4cc(C(F)(F)F)ccc43)n2)cc1,2.6
COC(=O)[C@@H](CC(C)C)N(Cc1ccccc1)S(=O)(=O)N(Cc1ccccc1)[C@@H](CC(C)C)C(=O)OC,2.2
Cn1nc(C(=O)Nc2cc(Cl)ccc2N2CCCC2)c2ccccc2c1=O,-1.0
Cc1c(C(=O)NCc2ccco2)oc2c(F)cccc12,-1.7
O=C(NCCCN1CCCC1=O)c1ccc(Cl)c(S(=O)(=O)N2CCCCC2)c1,1.6
CN(C(=O)COC(=O)c1ccccc1NCCO)C1CCS(=O)(=O)C1 (stereo not given),0.1
COc1ccc(S(=O)(=O)N(C)C[C@H]2Oc3c(NC(=O)Nc4ccc(C(F)(F)F)cc4)cccc3C(=O)N([C@H](C)CO)C[C@@H]2C)cc1,3.2
CCOC(=O)c1c(NC(=O)COC(=O)/C=C/c2ccco2)sc2c1CC(C)(C)NC2(C)C,3.1
O=C(CCC1CCCC1)N1CCN(S(=O)(=O)c2ccc(Br)cc2)CC1,-0.9
Cc1ccc(C)c(OCCC(=O)OCC(=O)NCCNC(=O)COC(=O)CCOc2cc(C)ccc2C)c1,3.3
COc1ccc(-c2cccc(NS(=O)(=O)c3cccc([N+](=O)[O-])c3)c2)nn1,3.7
CNC(=O)C(=O)Nc1ccc2c(c1)N(S(=O)(=O)c1cccs1)CCC2,-0.1
O=C(O)COc1ccccc1C=NNC(=O)c1ccccc1NS(=O)(=O)c1cccs1,1.2
CCc1ccc(NC(=O)COc2coc(CN3CCc4ccccc4C3)cc2=O)cc1,-0.2
CCCCN(C(=O)CSCC(=O)Nc1ccc(C)cc1)c1c(N)n(CC(C)C)c(=O)[nH]c1=O,-0.7
C[C@@H]1O[C@@H](O[C@H]2[C@H](O)[C@@H](O)[C@H](Oc3c(-c4ccc(O)c(O)c4)oc4cc(O)cc(O)c4c3=O)O[C@@H]2CO)[C@H](O)[C@H](O)[C@H]1O,-0.2
CC1CCN(C(=O)c2[nH]cnc2C(=O)N2CCN(C(=O)OC(C)(C)C)CC2)CC1,1.3
Cc1ccn2c(=O)nc(SCC(=O)N3CCC(C)CC3)nc2c1,0.0
Cc1ccc(NC(=O)CSCC(=O)N(C)Cc2ccc(Cl)c(Cl)c2)cc1,-1.6
Cc1ccc(C)c(S(=O)(=O)N2CCCC2CNC(=O)C(=O)NCc2ccco2)c1 (stereo not given),-1.3
CCN(C[C@H]1N[C@@](C)(C(=O)OC)[C@H]2C(=O)N(C)C(=O)[C@@H]12)S(=O)(=O)c1ccc(OC(F)(F)F)cc1,0.1
CC(NC(=O)c1ccccc1)C(=O)NNC(=O)c1ccccc1Cl (stereo not given),0.5
OCC[C@H]1C[C@@H](O)[C@H](O)[C@]2(OCCc3ccccc32)O1,0.8
COc1cc(C(=O)Nc2cccc(C)n2)ccc1OCC(=O)N1CCOCC1,2.6
CC1Nc2ncnc(N3CCN(c4ccccc4)CC3)c2N(Cc2ccccc2)C1=O (stereo not given),1.9
CC[C@@]1(C(=O)OC)N[C@H](CN(C)C(=O)COC)[C@@H]2C(=O)N(Cc3ccccc3)C(=O)[C@@H]21,3.0
O=C(Cn1cc(C(F)(F)F)cc(Cl)c1=O)NC1CCS(=O)(=O)C1 (stereo not given),0.8
C[C@@H](NC(=O)c1nc[nH]c1C(=O)NCCCCCNC(=O)OC(C)(C)C)c1ccccc1,-2.1
Cc1cccc(NC(=O)c2nc[nH]c2C(=O)N[C@H](C)c2ccccc2)c1,0.4
O=C(COc1cccnc1[N+](=O)[O-])N1CCC(Cc2ccccc2)CC1,-0.1
Cc1ccc(C(=O)NCC(=O)N(C)CC(=O)Nc2c(Cl)cccc2Cl)s1,-0.3
CN(C(=O)c1ccc(S(=O)(=O)N2CCCCC2)cc1)C1CCS(=O)(=O)C1 (stereo not given),2.9
C/C=C(/C)C(=O)O[C@@H]([C@H](O)c1cc2ccc(=O)oc2cc1OC)C(C)(C)O[C@@H]1O[C@H](CO)[C@@H](O)[C@H](O)[C@H]1O,0.7
O=C1c2cccc3cccc(c23)C(=O)N1CCCn1ccnc1,-0.5
COc1ccccc1NC(=O)C(C)OC(=O)CSCC(=O)Nc1ccc(C)cc1C (stereo not given),-0.5
O=C(Cc1cccc(NC(=O)C2CCN(C(=O)C3CCCC3)CC2)c1)Nc1cccc(C(=O)N2CCCC2)c1,-0.8
CCn1c(SCC(=O)Nc2ccc3[nH]c(=O)[nH]c3c2)nc2ccccc21,-0.1
CCOc1ncccc1C(=O)NNC(=O)c1cccc(S(=O)(=O)Nc2ccccc2OC)c1,-0.1
Cn1c(N)c(C(=O)CSc2nnc(N)s2)c(=O)n(C)c1=O,2.2
NC(=O)C1CCN(c2nc(-c3ccccc3Br)cs2)CC1,0.3
Cc1c(Cl)cccc1N1C(=O)CC(NNC(=O)c2ccc3c(c2)OCO3)C1=O (stereo not given),1.0
CCC[C@@H](CN1CCC[C@H]1CN1C(N)=NC[C@@H]1Cc1ccccc1)N1C[C@@H](Cc2ccccc2)N(CCc2ccc(Cl)c(Cl)c2)C1=N,-0.3
COc1ccc(NC(=O)CN(C)C(=O)c2cc(-c3cccs3)nn2-c2ccccc2)cc1,-1.9
O=C(c1cc(S(=O)(=O)N2CCOCC2)ccc1Cl)N1CCCCC1CO (stereo not given),2.4
CC(=O)c1ccc(S(=O)(=O)NCCC(=O)OCC(=O)N(Cc2ccccc2)C(C)(C)C)cc1,1.3
CCOC(=O)C1CCN(C(=O)COC(=O)c2ccc([N+](=O)[O-])o2)CC1,0.6

This is a subset, so the mix of outcomes need not match the whole.
